# MsrA inh: inhibitors of bovine MsrA; purified bovine MsrA, absorbance read-out; inhibition, % at 15.5 µM; actives 0.75% (n = 360,000); in the data active means inhibition above about 4.5%;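 further: 0% = vehicle wells with enzyme and 100% = reference inhibitor wells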
# SKN-1 block: blocks SKN-1 activity in C. elegans; C. elegans VP596 Pgst-4::GFP/RFP ratio, acrylamide-induced, 24 h; inhibition, % at 21.8 µM; actives 0.49% (n = 360,000);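 active means interference check ratio from 0.5 to 1.5 plus GFP to RFP signal ratio inhibition reaching or exceeding a fixed threshold, cut at about 30% in these data, passing the limit was not always enough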; further: some compounds called inactive have numbers as strong as hits
# TbMetRS inhib: Trypanosoma brucei MetRS inhibition | purified T. brucei MetRS, ATP depletion, Kinase-Glo luminescence | inhibition, % at 11.9 µM | actives 0.4% (n = 360,000) | AID 624268;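 active means inhibition above a per-plate cutoff of the control wells' mean inhibition plus 3 SD, cut at about 5.5% in these data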;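 further: 0% = DMSO wells median and 100% = median of wells with control inhibitor compound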
#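 Material: parasite MetRS enzyme / Replication: singlicate, one well per compound / Signal: luminescence of leftover ATP / Schedule: 2 h aminoacylation at 25 °C after 15 min preincubation / Medium: HEPES-MgCl2-KCl buffer plus DTT, spermine, BSA, pyrophosphatase / Doses: 11.9 µM single point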
# PABP1 MLLE inh: blocks PAM2 peptide binding to the PABP1 MLLE domain; P11940; actives 0.36% (n = 360,000); GST-MLLE / FITC-PAM2 fluorescence polarization; inhibition, % at 20 µM; in the data active means inhibition above about 35%, passing the limit was not always enough;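 further: plate controls were DMSO wells with GST-MLLE for no effect and wells lacking GST-MLLE protein for full effect; some results filed as inactive read as strong as hits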
# MT1-MMP act inh: MT1-MMP (human) activation inhibition | P50281 | HT1080 RFP-PRO-GFP cells, GFP/RFP ratio fluorescence, overnight; percent of plate control window, DMSO zero | GFP/RFP ratio change, % at 20 µM | actives 0.061% (n = 360,000) | AID 651647;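 active means GFP/RFP ratio change of at least 30% with cell ATP level not reduced by more than half and red fluorescence within 50% of control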; further: strong numbers were not always called active
#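 Material: RFP-PRO-GFP reporter HT1080 cells. Dosing: single-point 20 µM compound, 1% DMSO. Controls: DMSO and RFP-L50D-GFP cell wells. Timing: cells overnight before dosing, compound overnight, 37 °C, 5% CO2. Measure: GFP/RFP fluorescence ratio.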
# FAS TE block: blocks the thioesterase domain of human fatty acid synthase; P49327; recombinant FAS-TE, OMFH fluorogenic substrate, fluorescence endpoint; inhibition, % at 15 µM; actives 0.67% (n = 360,000); AID 602261;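 active means compounds whose normalised, plate-corrected inhibition of enzyme fluorescence in the single-dose primary screen is 50% or more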;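 further: 0% = DMSO with enzyme and 100% = substrate without enzyme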
# CendR NRP1 mod: NRP-1/CendR interaction modulation | inhibition, % at 25 µM | actives 0.85% (n = 360,000) | FAM-RPARPAR peptide binding to NRP-1, fluorescence polarization | O14786;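 active means inhibition or corrected inhibition above about 18%, plus a signal ratio from 0.5 to 1.5, limit read from the data, passing the limit was not always enough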; further: strong numbers were not always called active
# Target sequence (O14786 whole entry, looked up): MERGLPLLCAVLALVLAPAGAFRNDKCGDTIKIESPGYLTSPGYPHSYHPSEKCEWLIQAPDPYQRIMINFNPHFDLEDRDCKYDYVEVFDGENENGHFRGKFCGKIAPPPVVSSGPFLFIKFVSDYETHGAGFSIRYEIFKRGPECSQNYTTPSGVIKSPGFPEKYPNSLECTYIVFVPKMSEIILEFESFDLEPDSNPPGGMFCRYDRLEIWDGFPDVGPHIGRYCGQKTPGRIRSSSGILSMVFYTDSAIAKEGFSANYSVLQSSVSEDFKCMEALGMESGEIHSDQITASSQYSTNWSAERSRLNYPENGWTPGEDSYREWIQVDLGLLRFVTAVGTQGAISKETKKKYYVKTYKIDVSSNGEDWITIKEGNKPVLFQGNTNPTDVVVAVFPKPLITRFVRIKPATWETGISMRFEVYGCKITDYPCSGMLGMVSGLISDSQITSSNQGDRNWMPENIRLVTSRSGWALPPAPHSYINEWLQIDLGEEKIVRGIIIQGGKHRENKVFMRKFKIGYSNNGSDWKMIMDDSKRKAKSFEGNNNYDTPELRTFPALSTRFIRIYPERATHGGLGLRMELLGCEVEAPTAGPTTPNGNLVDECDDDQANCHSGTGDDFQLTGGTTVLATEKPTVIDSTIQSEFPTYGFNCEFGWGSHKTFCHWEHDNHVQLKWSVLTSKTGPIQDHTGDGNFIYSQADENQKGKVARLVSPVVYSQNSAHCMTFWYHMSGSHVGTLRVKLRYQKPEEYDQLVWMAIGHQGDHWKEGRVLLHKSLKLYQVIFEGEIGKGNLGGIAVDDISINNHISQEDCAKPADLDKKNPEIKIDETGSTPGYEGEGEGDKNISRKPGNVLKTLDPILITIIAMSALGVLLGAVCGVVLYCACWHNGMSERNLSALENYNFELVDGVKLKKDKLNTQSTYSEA
# bovine MsrA act: bovine methionine sulfoxide reductase A activation. activation, % at 10.6 µM. purified bovine MsrA, absorbance read-out. AID 602163. actives 0.3% (n = 360,000); in the data active means activation above about 7.5%;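 further: 0% = vehicle and 100% = reference activator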
# E coli Lon inh: inhibits E. coli Lon protease; actives 0.42% (n = 360,000); purified E. coli Lon protease, fluorescence polarization; inhibition, % at 7.94 µM; AID 602123; P0A9M0; in the data active means inhibition above about 13%, passing the limit was not always enough;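 further: 0% = enzyme with probe and DMSO and 100% = no enzyme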
# Starred values were filed as active, the others as inactive; / = not tested or not shown. The order is random; 4% or so of the library scored in one or more.
# The line under a structure holds: MsrA inh, SKN-1 block, TbMetRS inhib, PABP1 MLLE inh, MT1-MMP act inh, FAS TE block, CendR NRP1 mod, bovine MsrA act, E coli Lon inh
Cc1ccc(S(=O)(=O)CC(=O)NC(C)c2ccccc2)cc1 (stereo not drawn)
  0.6, -9, -0.2, -6, -1, -4, 4, -3, -8
CCOc1cc(/C=C2/SC(=S)N(Cc3ccccc3)C2=O)ccc1O
  0.1, -10, -0.6, -102, -32, 20, -152, -5, -108
O=C(Cc1ccsc1)N1CCN(S(=O)(=O)c2cccc(F)c2)CC1
  -1.0, 12, -0.2, 8, -1, -2, 11, -4, -8
O=S(=O)(Cc1ccc(Cl)cc1)Nc1ccc2c(c1)OCO2
  -0.7, 15, -0.2, -13, 8, 3, -10, -2, 2
COc1ccc(NC(=O)Cn2nnc(C(=O)NCc3ccc(C)cc3)c2N)cc1OC
  -0.4, -8, -0.5, 4, -1, -2, 13, -7, -1
Oc1ccc(NC(=S)Nc2ccc(F)cc2)cc1
  -1.4, 10, -0.2, 14, 5, -4, 12, 0, 4
Brc1ccc(-c2nnc(Cc3ccccc3)o2)cc1
  -1.7, 11, 0.1, 6, -3, 13, -2, -1, 1
O=C(O)[C@@H](O)[C@H](O)C(=O)O
  2.0, 5, -0.5, 5, -1, 0, -1, -2, 5
CN(CC(=O)Nc1ccccc1Cl)C(=O)C1CCN(S(=O)(=O)c2ccc3c(c2)OCCO3)CC1
  -0.2, -3, -0.5, 4, 5, 1, -1, -2, -8
COc1ccc(/C=C/C(=O)c2c(O)ccc3c(C)cc(=O)oc23)cc1
  5.4*, 6, -0.5, 2, 1, 0, -1, -5, 1
CCN(CC)S(=O)(=O)c1ccc(C(=O)NNC(=O)c2cccs2)cc1
  -0.8, 2, 0.1, 0, -1, -10, 5, -3, -5
COc1ccccc1NC(=S)NCc1ccc(F)cc1
  0.7, -4, -2.0, -22, 3, -1, -13, -3, 3
COc1cccc(-n2c(SCC(N)=O)nc3c([nH]c4ccccc43)c2=O)c1
  0.4, 1, -0.8, 12, -3, -1, -8, -6, 8
CC(C)NC(=O)C(=O)NCCC1CCCCN1S(=O)(=O)c1cccs1 (stereo not drawn)
  -0.7, -1, -0.5, -6, 9, -8, 4, -1, 2
COc1ccc(-c2cc3nc4c(c(=O)n3[nH]2)CCC4)cc1
  0.0, -5, -2.0, -5, 6, -9, -6, -7, -12
O=C(c1ccc(S(=O)(=O)N2CCC(c3nc4ccccc4[nH]3)CC2)cc1)N1CCOCC1
  1.2, -1, -0.4, 2, -4, 0, -3, -8, 7
Cc1nn(-c2ccccc2)c(C)c1NC(=O)COC(=O)CC(C)c1ccccc1 (stereo not drawn)
  -0.9, 3, -0.5, -32, 4, -3, -15, 2, 1
CCn1cc(S(=O)(=O)c2ccc(OC)cc2)c(=O)c2cc(F)c(N3CCN(C)CC3)cc21
  0.9, -11, -0.5, 7, 3, -6, 0, -8, 4
COc1ccccc1NC(=O)C1=C(C)Nc2nc(CCCO)nn2C1c1cccnc1 (stereo not drawn)
  0.1, -3, -0.7, -6, 4, -5, -12, -4, 6
Cc1cc(C)n(-c2cc(N3CCOCC3)nc(-c3ccccc3)n2)n1
  1.4, 17, -0.4, 17, -5, 4, -10, -5, -7

# Part of the list above, showing only FAS TE block.
SMILES | FAS TE block
Brc1ccc(-c2nnc(Cc3ccccc3)o2)cc1 | 13
COc1ccc(-c2cc3nc4c(c(=O)n3[nH]2)CCC4)cc1 | -9

# (listing goes on)
# The line under a structure holds: MsrA inh, SKN-1 block, TbMetRS inhib, PABP1 MLLE inh, MT1-MMP act inh, FAS TE block, CendR NRP1 mod, bovine MsrA act, E coli Lon inh
Cc1ccc(NC(=O)CSC2=Nc3ccccc3C3CC=NN23)c(C)c1 (stereo not drawn)
  0.4, 22, -0.1, 16, -2, -9, -23, -1, 6
COc1cc(/C=N/NC(=O)c2ccncc2)ccc1OCC(=O)Nc1ccc(C)c(C)c1
  1.0, 3, 0.1, -12, -2, -6, 1, -1, -9
CCN(Cc1ccccc1)S(=O)(=O)c1ccc(C(=O)N(CCCN(C)C)c2nc3c(C)c(C)ccc3s2)cc1
  -1.0, -5, -0.7, 1, -5, 23, 6, -8, 2
COCCNC(=O)CN(CCc1ccccc1)S(=O)(=O)c1ccc(Br)cc1
  -0.4, 8, 0.3, 10, 2, 2, 8, -1, -8
Cc1cc(/C=N/n2cnnc2)c(C)n1-c1ccc(Cl)cc1
  1.6, 4, -0.5, -139, -3, -6, 12, -6, 3
CCCCCCCCCCCCCCCC[N+](C)(C)CC
  -1.8, 32, -1.6, 6, -6, -56, 4, 0, 5
CS(=O)(=O)N(CC(=O)Nc1cccnc1)c1ccc2c(c1)OCCO2
  0.4, 7, 0.0, 11, 2, -7, 11, -3, -4
Cc1ccc(NC2=NCC(=O)N2Cc2ccc3c(c2)OCO3)c(C)c1
  0.3, -3, 0.1, 9, 4, 10, 3, 1, -9
CCOC(=O)C1=C(C)N=c2s/c(=C/c3ccc(OCC(=O)O)cc3)c(=O)n2C1c1ccc(SC)cc1 (stereo not drawn)
  /, -2, 3.8, -129, -10, 5, -144, -3, 3
CC1CCN(C(=O)CSc2nc(C(C)C)nc3c2c(=O)n(C)c(=O)n3C)CC1
  0.3, 9, -0.5, 16, 10, 0, 5, 1, 4
COc1ccc(OC)c(NC(=O)c2cccc3c2C(=O)N(C2CCCCC2)C3)c1
  0.8, 17, 0.7, -19, -3, 26, 10, -4, -5
CCCn1c(SCC(=O)N(CC)c2c(N)n(Cc3ccccc3)c(=O)[nH]c2=O)nnc1-c1ccncc1
  0.2, 1, 0.1, -30, 0, -9, 6, -3, 4
O=S1(=O)CCOCCCN1Cc1ccccc1
  -0.9, -1, -0.2, -2, -4, -8, 4, -8, 10
O=C(NC1CCN(Cc2ccccc2)CC1)c1ccc(N2CC3CC(C2)c2cccc(=O)n2C3)c([N+](=O)[O-])c1 (stereo not drawn)
  0.3, -10, 0.7, -11, 2, -6, -9, -1, -5
Cc1cc(S(=O)(=O)Nc2cc(C)c(O)c(C)c2)c(C)s1
  0.2, -9, -1.3, 4, -1, -1, 2, -10, 3
O=C(NC1CCCCC1)N1CCc2ccccc2C1
  0.1, 14, 0.4, 13, 3, 4, 1, -2, 2
CC(=O)Nc1cccc(-c2ccnc3c2CC(C)(C(=O)NCCN(C)C)O3)c1 (stereo not drawn)
  -0.7, 4, -0.1, 1, 3, -9, 2, -5, 3
O=C(CCCN1C(=O)/C(=C/c2cccs2)SC1=S)Nc1cccnc1
  2.8, 21, -3.1, 3, 5, -3, -20, -11, -10
C=CC[C@@H](CC(=O)N[C@@H](CO)Cc1ccccc1)C(=O)N[C@@H](COC(=O)[C@@H](CC=C)CC(=O)OC(C)(C)C)Cc1c[nH]c2ccccc12
  0.5, 3, 0.4, -9, -17, 2, -15, 3, -1
CC1(C(=O)Nc2ccc(Cl)c(C(F)(F)F)c2)Cc2c(-c3cccc(C(N)=O)c3)ccnc2O1 (stereo not drawn)
  1.1, -2, 1.0, 5, 3, 28, -12, 1, -7
C=CCOC(=O)C1=C[C@H](c2ccc(Br)cc2)C[C@H](OCCCCO)O1
  -0.6, -3, -0.1, -2, -4, 3, -11, -2, 2
O=C(Nc1sc2c(c1C(=O)O)CCC2)c1cccc(Cl)c1
  2.5, 1, 0.1, 4, 4, -2, -13, -4, -8
CCCS(=O)(=O)NC(=O)C1(C)CCN(C(=O)c2ccc3c(c2)OCO3)C1 (stereo not drawn)
  -1.6, 9, -0.5, -18, 2, -10, -5, -5, 6
N#Cc1cnc2ncnn2c1-c1ccccc1
  -0.2, -2, -0.2, 13, 0, -1, -14, -4, 4
CN1CCN(C(=S)NC(=O)/C=C/c2ccccc2Cl)CC1
  0.7, -2, -0.2, 9, 5, -3, 0, -3, -4
CCc1cccc(OCCCCNCCOC)c1
  0.0, -22, -0.5, 6, 1, -6, 2, 0, -9
Cn1c(=O)c2cc(NC(=S)NC3CC3)ccc2n1Cc1ccc(F)cc1
  1.4, -1, -0.2, -11, 7, -7, -2, -1, -2
COc1cccc(OC)c1OCCOc1ccccc1OC(C)C
  1.0, 3, -0.5, 4, -3, -2, 1, -2, 7
CC(=O)NCC(=O)N1CCCC(C(=O)c2ccc3c4c(cccc24)CC3)C1 (stereo not drawn)
  3.1, -12, -0.7, 2, -1, -9, 2, -11, 1
O=C(NNS(=O)(=O)c1ccc(F)cc1)c1cnccn1
  0.0, 4, -0.1, -13, 3, -2, -6, -2, 6
CN(C)CCC(=O)c1cccc(Br)c1
  0.1, -5, -0.4, 24, 4, -11, 12, -3, 5
COCCCn1cc(CN2CC(N3CCSCC3)CS2(=O)=O)nn1 (stereo not drawn)
  1.2, 11, -1.9, /, 4, -6, 14, -12, -6
COCC(=O)N1CCN(c2nc3ccccc3o2)CC1
  -0.1, 0, 0.2, -5, 2, -4, 3, -3, -8
O=C(CSc1ncn[nH]1)NCc1ccccc1
  -0.3, -6, -0.2, -9, -6, -12, 5, -3, -7
CN(C)/C=C(/C(=O)c1ccccc1)S(=O)(=O)c1ccc(Cl)cc1
  0.0, 4, 0.1, 14, 0, -2, -1, -1, -3
COc1ccc(NC(=O)C(=O)NCCN2CCN(C(=O)c3ccc(C)cc3)CC2)cc1
  0.1, 20, -0.3, -2, 1, -5, 2, -3, -6
Cc1cc(NC(=O)CSc2ncn(-c3ccccc3)n2)no1
  0.1, -5, -0.3, 6, -1, -8, 1, -3, 0
O=C(CSc1nnc(CNC(=O)c2ccccc2F)o1)NCc1ccccc1
  -0.6, 4, -0.7, 0, -2, -1, -1, -4, 4
N/C(=N\OC(=O)C1CCCCC1)c1ccc(Cl)cc1
  -0.5, 23, 0.1, 9, -5, 2, 3, 0, -3
Cn1cc(-c2coc3c(C(=O)Nc4ccccc4)cccc23)cn1
  1.5, 20, -0.6, 8, /, 3, -4, -8, -13
O=c1c2ccccc2nc2n1CCCCN2
  0.3, -14, 0.3, 0, -3, -8, -8, -3, 0
CCN1C(=S)N[C@@H](CCc2ccccc2)C(C(=O)OC)=C1C
  1.0, 3, 0.0, -31, -3, 2, -3, -2, -3
COc1ccc(F)cc1CN1CCN(C(=O)CCC(=O)Nc2nnc(CC(C)C)s2)CC1
  0.2, 8, -0.8, -4, 1, -4, 4, -6, -9
Cc1ccc(-n2nc3c(c2NC(=O)C2CC2)CS(=O)(=O)C3)cc1
  -0.4, 2, 1.0, -5, 4, -3, -10, 1, -2
COc1ccc(CCC(=O)NNC(=O)Nc2cc(Cl)ccc2C)cc1
  -0.5, -4, 0.6, 13, 2, -5, -7, -7, -4
COc1cc(/C=N/NC(=S)NCc2ccco2)cc(OC)c1OC
  3.3, -1, -0.3, -1, 5, -1, -3, -7, -3
CN(C)c1ccc(NC(=O)CSc2nnc(-c3cnccn3)n2C)cc1
  0.9, 4, -0.1, 7, 0, -9, 5, -1, -4
COc1cc(CCC(=O)Nc2ccc(Br)c(C(F)(F)F)c2)cc(OC)c1OC
  1.5, 7, -0.3, 1, 2, 23, -1, -6, 3
Cc1ccc(C(=O)C2=C(O)C(=O)N(Cc3ccco3)C2c2cccc(Br)c2)o1 (stereo not drawn)
  0.7, 10, -0.1, 0, -3, 4, -17, -2, 12
CCOC(=O)c1ccc(NC(=O)CSc2nc(=O)n3cccc(C)c3n2)cc1
  1.0, 16, -0.1, 1, 2, 2, -9, -2, -6

# Source: PubChem BioAssay (several laboratories)
